# Source: PubChem BioAssay (National Center for Advancing Translational Sciences (NCATS))
# BAZ2B block: BAZ2B (human) inhibition. Q9UIF8. AlphaScreen BAZ2B-H3K14Ac peptide displacement. Potency, µM (doses to about 114 µM), inactives show at the highest dose activity change, negative = inhibition, usual class: inhibitors. actives 4.4% (n = 360,000). AID 504333; note: % is set by controls: 0 for no effect and ±100 for the full control effect; nearly all actives have a fitted effect of over 60% in size
#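 Protein-peptide AlphaScreen: BAZ2B 50 nM, b-H3K14Ac 50 nM, 1x PBS pH 7.4 + 0.01% Tween-20. Preincubation 30 min RT; cpd 30 min RT (top 110 uM); beads 20 min RT, light-protected.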
# G9a block: blocks human histone lysine methyltransferase G9a. G9a H3K9 monomethylation, AlphaScreen, 2 h. Q96KQ7. Potency, µM (series often up to 102 µM), for the others: at the top dose activity, negative = inhibition, hits mostly inhibitors. actives 8.8% (n = 350,000). AID 504332; note: % is set by controls: 0 for no effect and ±100 for the full control effect; nearly all actives have a fitted effect of over 75% in size
#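 Enzyme 20 nM + cpd, 15 min RT; add b-H3K9 pep 500 nM / SAM 20 uM; 2 h RT; anti-H3K9me1 Ab 0.5 ug/mL + SA donor / anti-rabbit acceptor beads 20 ug/mL each, 10 min; AlphaScreen read.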
# JMJD2A Tudor: JMJD2A Tudor domain (human) inhibition; O75164; AlphaScreen JMJD2A-Tudor / H3K4me3 peptide binding; Potency, µM (highest dose often 114 µM), inactives show at the top dose activity change, negative = inhibition, actives largely listed as inhibitors; actives 4.4% (n = 390,000); AID 504339; note: % is set by controls: 0 for no effect and ±100 for the full control effect; nearly all actives have a fitted effect of over 50% in size
# BLM helicase inh: Bloom syndrome helicase (human) inhibition; recombinant BLM DNA unwinding, fluorescence dequenching; Potency, µM (titrated, usually from 56.1 µM), without a hit: top-dose activity change, negative = inhibition, hits mostly inhibitors; P54132; AID 2528; actives 0.2% (n = 350,000);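 note: plate controls were vehicle for no effect and no enzyme for full effect; nearly all actives have a fitted effect of over 35% in size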
# POLI inh: blocks human DNA polymerase iota activity; Q9UNA4; Pol iota fluorescent replication assay, 10 min; Potency, µM (highest dose often 115 µM), for inactives: top-dose activity, negative = inhibition, most hits filed as inhibitors; actives 1% (n = 390,000)
#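 Pol iota at 10 nM preincubated 15 min with compounds at room temperature; reaction started with fluorescent substrate, 50 nM final. Fluorescence read kinetically at 0 and 10 min; buffer-only wells as negative control.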
# POLH inh: blocks human DNA polymerase eta activity; Q9Y253; recombinant Pol eta, fluorescent DNA replication assay; Potency, µM (highest dose often 114 µM), inactives show at the top dose activity change, negative = inhibition, actives largely listed as inhibitors; actives 1.2% (n = 390,000); note: % is set by controls: 0 for no effect and ±100 for the full control effect
# Target sequence (Q9Y253 whole entry, looked up): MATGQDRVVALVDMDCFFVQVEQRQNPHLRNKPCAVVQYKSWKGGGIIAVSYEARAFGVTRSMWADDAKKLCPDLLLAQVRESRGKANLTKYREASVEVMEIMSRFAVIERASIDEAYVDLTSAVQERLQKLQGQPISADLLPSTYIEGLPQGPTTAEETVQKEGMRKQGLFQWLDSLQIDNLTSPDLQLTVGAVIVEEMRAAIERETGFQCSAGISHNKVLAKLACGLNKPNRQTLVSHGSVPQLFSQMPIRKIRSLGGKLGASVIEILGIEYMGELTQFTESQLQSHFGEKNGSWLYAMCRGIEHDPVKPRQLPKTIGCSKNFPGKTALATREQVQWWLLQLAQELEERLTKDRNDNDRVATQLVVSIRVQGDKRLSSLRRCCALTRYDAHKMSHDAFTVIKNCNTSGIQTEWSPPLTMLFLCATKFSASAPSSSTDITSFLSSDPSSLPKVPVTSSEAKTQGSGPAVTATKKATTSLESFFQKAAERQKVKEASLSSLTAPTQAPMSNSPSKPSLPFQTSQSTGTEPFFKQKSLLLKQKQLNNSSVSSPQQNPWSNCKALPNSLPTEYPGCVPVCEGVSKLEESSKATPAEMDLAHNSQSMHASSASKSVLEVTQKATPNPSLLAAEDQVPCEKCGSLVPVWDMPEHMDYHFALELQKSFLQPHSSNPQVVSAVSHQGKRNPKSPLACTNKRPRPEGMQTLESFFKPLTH
#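 Fluorescent replication assay: 50 nM final substrate added after a 15 min room-temperature compound preincubation with 10 nM enzyme. Signal taken at 0 min and again at 10 min.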
# POLB inh: DNA polymerase beta (human) inhibition; Pol beta primer extension/strand displacement, fluorescence kinetic; P06746; Potency, µM (doses to about 114 µM), for inactives: at the highest dose activity change, negative = inhibition, most hits filed as inhibitors; actives 1.3% (n = 340,000); note: % is set by controls: 0 for no effect and ±100 for the full control effect
#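 Enzyme-only controls used 10 nM Pol beta; buffer lacking enzyme served as negative control. Compound preincubated 15 min, then 50 nM substrate added; 0 and 10 min reads at room temperature.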
# Pol kappa inh: DNA polymerase kappa (human) inhibition; actives 0.53% (n = 400,000); AID 588579; Q9UBT6; purified Pol kappa, fluorescent DNA synthesis assay, 10 min; Potency, µM (highest dose often 107 µM), inactives show at the top dose activity, negative = inhibition, hits mostly inhibitors; note: % is set by controls: 0 for no effect and ±100 for the full control effect
#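 First, compounds were pin-transferred onto 10 nM Pol kappa. After 15 min at room temperature, substrate was added to 50 nM final. Fluorescence was then measured kinetically at 0 and 10 min.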
# APEX1 inh: inhibitors of human APE1 endonuclease. actives 0.35% (n = 350,000). AID 2517. P27695. recombinant APE1, TAMRA/BHQ-2 abasic DNA cleavage fluorescence. Potency, µM (doses to about 65.8 µM), without a hit: at the highest dose activity change, negative = inhibition, usual class: inhibitors;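 note: plate controls were vehicle for no effect and reference inhibitor for full effect; nearly all actives have a fitted effect of over 55% in size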
# Target sequence (P27695 whole entry, looked up): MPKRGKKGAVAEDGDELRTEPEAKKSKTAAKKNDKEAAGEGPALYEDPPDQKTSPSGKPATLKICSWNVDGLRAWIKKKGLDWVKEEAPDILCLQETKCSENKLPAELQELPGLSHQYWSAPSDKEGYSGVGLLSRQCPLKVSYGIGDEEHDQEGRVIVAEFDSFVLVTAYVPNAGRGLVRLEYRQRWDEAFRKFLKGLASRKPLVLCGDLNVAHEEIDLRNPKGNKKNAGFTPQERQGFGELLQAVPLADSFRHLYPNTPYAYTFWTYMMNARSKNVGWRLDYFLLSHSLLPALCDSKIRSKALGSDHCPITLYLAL
#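 APE1 at 0.75 nM preincubated 15 min at room temperature with compound. Reaction then started with 50 nM double-stranded THF-abasic substrate labelled with TAMRA/BHQ-2, and 525/598 nm fluorescence read kinetically. Activity taken as third-minus-first read difference, normalized to DMSO and NSC13755 controls.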
# * marks the source's active call; other numbers are inactive results; ? = inconclusive; nt = no result given; & = joins results of further samples; [ ] = another dose, or the depositor's remark. Calls come from the whole dose curve; as a rule, active = well fitted curve in the direction sought with a large enough effect; inconclusive = small, poorly fitted or top-dose-only effect, or another doubt; inactive = no such curve, though single readings can be large; an effect the other way counts as inactive or inconclusive. Potency is the fitted concentration of half-maximal effect. This is a subset; count on the stated rates, not on these rows.
SMILES,BAZ2B block,POLB inh,JMJD2A Tudor,Pol kappa inh,POLI inh,APEX1 inh,G9a block,POLH inh,BLM helicase inh
CN(CC(=O)NC1CCCc2ccccc21)S(=O)(=O)c1ccc2c(c1)c(=O)n(C)c(=O)n2C (stereo not given),12%,-10%,-16%,-1%,-3%,6%,-2%,3%,1%
Cc1ccc(S(=O)(=O)NCC(=O)NCc2cc(=O)n(C)c(=O)n2C)cc1C,8%,7%,24%,6%,-4%,2%,nt,-8%,0%
CC(=O)c1c(N2CCN(c3ccc(F)cc3)CC2)nc(=S)n(-c2ccccc2)c1C,-5%,5%,-34%,-23%,15%,-1%,1%[59 µM],-20%,0%
CCc1ccc(C(=O)NNc2cc(Cl)ccc2Cl)cc1,-8%,6%,-25%,4%,11%,1%,-3%,-9%,-7%
Nn1c(SCC(=O)N2CCOCC2)nnc1-c1ccc(Cl)cc1Cl,2%,15%,4%,-5%,4%,2%,-11%[59 µM],12%,1%
CC1CCN(S(=O)(=O)c2ccc3c(c2)N(CC(=O)NCc2ccccc2Cl)C(=O)CS3)CC1,-2%,-19%,-36%,-3%[60.1 µM],?,nt,-21%[59 µM],-10%,-8%
Cc1ccc(NC(=O)c2cc(S(=O)(=O)N3CCOCC3)ccc2Cl)cc1S(=O)(=O)N1CCOCC1,nt,nt,-22%,-5%,20%,nt,nt,-27%,nt
O=C(CSc1cn(CCNC(=O)c2cccs2)c2ccccc12)NC1CCCCC1,6%,-2%,-1%,-18%,6%,-8%,-16%[59 µM],-10%,0%
CN(CC(=O)Nc1cccc(F)c1)S(=O)(=O)c1ccc2c(c1)n(C)c(=O)c(=O)n2C,3%,6%,4%,-5%,5%,nt,10%[59 µM],4%,-1%
COc1cccc(N2CC(NC(=O)c3ccc(S(=O)(=O)N4CCOCC4)cc3)CC2=O)c1 (stereo not given),-9%,-4%,-17%,7%[60.1 µM],15%,nt,-46%[59 µM],-15%,2%

# Later entries.
SMILES,BAZ2B block,POLB inh,JMJD2A Tudor,Pol kappa inh,POLI inh,APEX1 inh,G9a block,POLH inh,BLM helicase inh
CCCc1cc(=O)oc2cc(C)cc(OC(C)C(=O)N[C@@H](Cc3c[nH]c4ccccc34)C(=O)O)c12 (stereo not given in full),-34%,-9%,-10%,0%,24%,9%,12%[12.7 µM],1%,-2%
CCCN(CCC)C(=O)CSc1ncccc1C(=O)O,-1%,-1%,89µM*,-8%,?,3%,?,-3%,5%
OC(COc1ccc(Cl)cc1)CN1CCN(c2cccc(Cl)c2)CC1 (stereo not given),-38%,4%,-15%,9%,17%,10%,6%,-17%,-12%
CCN(C(=O)COC(=O)c1ccc(O)cc1O)c1c(N)n(Cc2ccccc2)c(=O)[nH]c1=O,-4%,nt,-15%,4%,5%,31%,?,-5%,nt
COC(=O)c1sc2cccc(F)c2c1S(=O)(=O)Nc1ccc(C)cc1Cl,-17%,11%,-9%,15%,15%,nt,-50%[59 µM],-12%,-8%
CC(C1CC1)N(C(=O)NC1CCS(=O)(=O)C1)c1ccccc1 (stereo not given),13%,8%,-2%,-3%,8%,2%,-24%,-8%,0%
O=C(NCc1ccccc1Cl)c1ccccc1NC(=O)c1nsc2ccccc12,-1%,1%,-9%,-11%[60.1 µM],-19%,nt,1%[59 µM],18%,-3%
CN(c1ccccc1)S(=O)(=O)c1cccc(NC(=O)CN2C(=O)NC3(CCCCC3)C2=O)c1,-2%,nt,-16%,-1%,19%,-1%,?,-11%,nt
CCOC(=O)CCc1c(C)c(C#N)c2nc3ccccc3n2c1-n1ccnc1C,5%,37%[activator],18%,-9%,5%,-4%,-1%,5%,0%
Cc1cnc(NS(=O)(=O)c2ccc(Cl)cc2)c(Br)c1,0%,4%,-1%,5%,-9%,-1%,nt,-20%,-6%

# Further compounds follow.
SMILES,BAZ2B block,POLB inh,JMJD2A Tudor,Pol kappa inh,POLI inh,APEX1 inh,G9a block,POLH inh,BLM helicase inh
COc1nc(N)nc(CC(=O)C2CC2)n1,2%,32%,-3%,0%,-2%,-4%,-5%,-16%,-1%
CCc1ccc(-c2csc(NC(=O)C3=NN(c4ccccc4)C(=O)CC3)n2)cc1,-35%,11%,-26%,-4%,-1%,-1%,-16%[59 µM],-14%,-2%
C/C(=N\NC(=S)Nc1cc(S(=O)(=O)N2CCOCC2)ccc1Cl)c1ccc(N2CCOCC2)cc1,-21%,-3%,-28%,-6%,-9%,-2%,32µM*,5%,-3%
Cc1ccc(NC(=O)Cn2c(=O)oc3cc(S(=O)(=O)N4CCCCC4)ccc32)c(C)c1,-1%,1%,-1%,-3%,3%,nt,11%[59 µM],-15%,-8%
CCCOc1ccc(C(=O)C(CN2CCCC2)c2ccccc2)cc1 (stereo not given),28%,25%,6%,-2%,38%[activator],0%,?,-7%,-4%
Cc1ccc(-n2[nH]c(C)c(C=Nc3ccc(S(=O)(=O)Nc4nc(C)cc(C)n4)cc3)c2=O)c(C)c1,-3%,-18%,?,-10%,4%,-4%,10%,-16%,2%
CCOc1ccc2ccccc2c1/C=N/NC(=O)c1cc(C)[nH]n1,-12%,-4%,-26%,-3%,24%,21%,4%,-14%,-10%
Cc1onc(C(=O)N2C(C)CCCC2C)c1[N+](=O)[O-] (stereo not given),7%,-2%,2%,-5%,14%,-1%,5%,-13%,0%
COc1cc2c(cc1NC(=O)CCCCCN1C(=O)CCC1=O)oc1ccccc12,10%,4%,-31%,-1%,2%,-4%,?,-19%,-3%
Nc1nnc(CSc2ccc(Cl)cc2)s1,3%,37%[activator],-10%,-12%,-3%,11%,-12%,1%,1%

# Compounds from the list above with fluorine, in the order listed:
SMILES,BAZ2B block,POLB inh,JMJD2A Tudor,Pol kappa inh,POLI inh,APEX1 inh,G9a block,POLH inh,BLM helicase inh
CC(=O)c1c(N2CCN(c3ccc(F)cc3)CC2)nc(=S)n(-c2ccccc2)c1C,-5%,5%,-34%,-23%,15%,-1%,1%[59 µM],-20%,0%
CN(CC(=O)Nc1cccc(F)c1)S(=O)(=O)c1ccc2c(c1)n(C)c(=O)c(=O)n2C,3%,6%,4%,-5%,5%,nt,10%[59 µM],4%,-1%
COC(=O)c1sc2cccc(F)c2c1S(=O)(=O)Nc1ccc(C)cc1Cl,-17%,11%,-9%,15%,15%,nt,-50%[59 µM],-12%,-8%

# Following part:
SMILES,BAZ2B block,POLB inh,JMJD2A Tudor,Pol kappa inh,POLI inh,APEX1 inh,G9a block,POLH inh,BLM helicase inh
O=C(O)CSc1nc(-c2ccc(Cl)cc2)nc2c1oc1ccccc12,-9%,56µM*,-20%,-16%,7%,1%,10%,?,4%
O=C(Cn1cc(S(=O)(=O)Cc2cccc(F)c2)c2ccccc21)N1CCOCC1,-3%,56%,-12%,-9%,43%[activator],-24%,nt,-2%,0%
CC(C)c1ccc(CC(C)C2C3=C(CCCC3=O)OC3=C2C(=O)CCC3)cc1 (stereo not given),-2%,15%,-13%,-9%,13%,-2%,?,-10%,-10%
O=C(O)CCC(=O)Nc1ccc(Br)cn1,6%,14%,16%,-15%,7%,6%,21%,-16%,-1%
COC(=O)c1cc(C(=O)OCC(=O)c2ccc[nH]2)cc([N+](=O)[O-])c1,-7%,nt,-25%,-9%,?,1%,?,6%,nt
O=C(NNC(=O)c1ccccc1[N+](=O)[O-])c1ccc(NC(=O)c2ccccc2)cc1,0%,2%,-20%,-4%,34%[activator],-2%,53%,-4%,-10%
COCCNC(=S)N1CCN(Cc2cccc(OC)c2)CC1,4%,30%,3%,-2%,64%[activator],4%,nt,-15%,-2%
Cc1ccc(S(=O)(=O)N/N=C/c2cccn2-c2ccc(Cl)cc2)cc1,-2%,-5%,56µM*,-3%,8%,-9%,110%[activator][59 µM],-11%,-14%
Cc1ccc(NS(=O)(=O)c2ccc(-c3ccc(=O)[nH]n3)o2)cc1,-7%,24%,-2%,-18%,-15%,21%,12%,-7%,-2%
Cc1cc(-c2nnc(SCC(=O)Nc3ccccc3C(F)(F)F)n2N)n[nH]1,-12%,30%,?,-6%,-16%,39%,-5%,-1%,1%

# Next compounds follow.
SMILES,BAZ2B block,POLB inh,JMJD2A Tudor,Pol kappa inh,POLI inh,APEX1 inh,G9a block,POLH inh,BLM helicase inh
Cc1ccc(C(=O)N/C(=C\c2sccc2C)C(=O)NCCCN2CCOCC2)cc1,-15%,26%,-16%,0%,2%,-6%,10%,-4%,-2%
C[C@]1(C(=O)NCCCNc2ncc(C(F)(F)F)cc2Cl)C=C[C@@H](Cc2ccccc2)N1C(=O)c1ccccc1,-6%,-15%,-18%,3%,7%,?,?,-17%,-13%&-11%
CCCCn1c(N)c(N(CCC(C)C)C(=O)CSc2nc3ccccc3n2C)c(=O)[nH]c1=O,nt,nt,79µM*,-16%,6%,nt,nt,11%,nt
O=C(CSc1nc2c(sc3ccccc32)c(=O)n1CCCN1CCCC1)NCc1ccccc1,-21%,0%,?,7%,95%[activator],-3%,?,-8%,32%[activator]
O=C(CN1C(=O)CCSc2ccccc21)Nc1ccc2c(c1)OCCO2,0%,37%,-15%,-8%,-13%,14%,-5%[2.33 µM],-3%,1%
Cn1cccc1C(=O)NC(=O)COC(=O)CC12CC3CC(CC(Br)(C3)C1)C2,?,5%,-26%,-8%,35%,12%,?,-19%,-9%
C=C1c2cccc(OC)c2O[C@H](C(=O)OCC)[C@@H]1CCCCCC,nt,nt,?,3%&-10%&-3%,-14%,-13%&-5%,?,-25%,-17%[75.6 µM]
CCOC(=O)C1CCCN(C(=O)COc2ccccc2O)C1 (stereo not given),10%,0%,12%,5%,6%,5%,0%,-11%,-5%
O=C(Nc1ccc2c(c1)OCO2)C1CC(=O)N(c2ccc3c(c2)OCCO3)C1 (stereo not given),?,-30%,-3%[57.1 µM],-3%,86%[activator],-4%,-7%,-19%,-3%
CC(=O)Nc1nc2ccccc2n1CCN(C)C,-37%,?,40µM*,-19%,-4%,-10%,40µM*,-7%,1%
COc1cccc(-n2c(Cc3cc(=O)[nH]c(=O)[nH]3)nnc2SC(C)C)c1,9%,33%,-12%,3%,1%,15%,40µM*,-12%,-2%
COc1ccc(-n2c(=O)c3c4c(sc3n(Cc3ccccc3C)c2=O)CCCC4)c(OC)c1,-28%,-16%,-29%,-3%,21%,nt,?,-19%,-8%
